Source: PubChem
OX1R antag-1: human HCRTR1 antagonism. AID 434989. CHO/OX1R cells, Fluo-8 calcium fluorescence, orexin A. inhibition, % at 5 µM. O43613. 0.43% of 330,000 active;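 active = inhibition above its plate's threshold, mean inhibition of all tested compounds on the plate plus 3 SD, cut at about 37% in these data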;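 also: 0% = orexin A challenge wells and 100% = SB-334867-A antagonist wells; not every result past the cut was called active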
Target sequence (O43613 whole entry, looked up): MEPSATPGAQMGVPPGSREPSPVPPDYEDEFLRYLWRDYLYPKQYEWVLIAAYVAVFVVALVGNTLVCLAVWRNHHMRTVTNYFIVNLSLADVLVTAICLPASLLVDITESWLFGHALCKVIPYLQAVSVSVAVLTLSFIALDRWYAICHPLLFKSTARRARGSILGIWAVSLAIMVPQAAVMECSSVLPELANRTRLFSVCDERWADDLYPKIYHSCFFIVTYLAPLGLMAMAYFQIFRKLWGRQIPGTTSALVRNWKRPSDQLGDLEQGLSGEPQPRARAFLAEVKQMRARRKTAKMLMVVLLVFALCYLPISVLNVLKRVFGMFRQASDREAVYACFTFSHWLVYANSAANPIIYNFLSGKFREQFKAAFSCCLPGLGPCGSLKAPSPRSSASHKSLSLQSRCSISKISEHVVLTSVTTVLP
OX1R antag-2: blocks the human orexin 1 receptor; O43613; OX1R-expressing cells, FRET antagonist read-out; inhibition, % at 6.6 µM; 1.8% of 330,000 active; AID 485270; in the data active = inhibition mostly above about 38%, no sharp cut-off; inactive = mostly below about 40%;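 also: 0% = agonist challenge alone and 100% = reference antagonist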
The depositor's hits bear a star. Rows were taken by chance. About 2.1% of those tested had a hit in this group.

OX1R antag-2 | OX1R antag-1 | SMILES
17.4 | -6.5 | O=C(COc1ccccc1Br)NC1CCCC1
14.9 | -5.2 | COc1cc(NC(=O)COC(=O)c2[nH]c(C)c(C(C)=O)c2C)cc(OC)c1
4.5 | -7.0 | O=C(N1CCOCC1)N1CCC(c2nc(-c3ccc(S(=O)(=O)N4CCOCC4)cc3)no2)CC1
-1.8 | -32.8 | O=C(CCS(=O)(=O)c1ccc2c(c1)NC(=O)CS2)NCCc1ccc(Cl)cc1
14.1 | -27.9 | Cc1scc(C(=O)N/N=C/c2ccc(OCC(C)C)cc2)c1C
17.4 | -10.3 | CC1(C(=O)NCc2ccc(F)cc2)Oc2ccccc2NC1=O (configuration not stated)
10.4 | -5.3 | COc1ccc(-c2cc(C(=O)N/N=C/c3ccc4c(c3)OCO4)c3ccccc3n2)c(OC)c1
65.5 | 33.1 | O=C(CCc1ccccc1)NC(NC(=S)Nc1ccc(Cl)cc1)C(Cl)(Cl)Cl (configuration not stated)
4.4 | -24.1 | O=C(Nc1ccccc1)c1ccc(NCCN2CCOCC2)c(S(=O)(=O)N2CCOCC2)c1
48.0 | -15.3 | CCOC(=O)c1oc2ccccc2c1NC(=O)c1ccco1
61.9 | 5.8 | CCC(=O)N1CCc2cc(S(=O)(=O)NCCC(=O)Nc3cc(C)cc(C)c3)ccc21
12.9 | -7.1 | CCOC(=O)c1cc(-c2ccc(C)c([N+](=O)[O-])c2)nc2c1c(=O)n(C)c(=O)n2C
3.1 | -23.4 | COc1cc2c(cc1OC)C(c1ccccc1F)NCC2 (configuration not stated)
23.3 | -12.0 | CCOc1ccc(CNC(=O)CCCC(=O)n2nc(C)c3ccccc32)cc1
9.8 | -34.2 | CCc1cc2c(SCC(=O)Nc3ncc(Cl)c(C)c3Cl)ncnc2s1
15.6 | -8.7 | Nc1nc2ccc(C(=O)N3CCCCC3)cc2s1
4.5 | -2.8 | Cc1nc(C(=O)NNC(=O)c2ccccc2)c(C(F)(F)F)o1
3.5 | -12.2 | COc1ccccc1CCC(=O)Nc1ccc(S(=O)(=O)Nc2nccs2)cc1
9.8 | -11.8 | CCn1c(SCC(=O)Nc2ccc(N3CCOCC3)cc2)nnc1C1CC1
5.8 | -28.0 | CCOC(=O)C1=C(NC#N)OC(C)=C(C)C1c1ccc(O)cc1 (configuration not stated)
85.7* | -10.0 | O=C(COc1ccccc1)NNc1c2ccccc2nc2ccccc12
5.3 | -13.8 | FC(F)(F)c1ccnc(Oc2ccc(C3=NCCS3)cc2)c1
0.6 | -28.2 | CC(C)CCNC(=O)[C@H](Cc1ccccc1)N1Cc2ccccc2C1=O
4.8 | -15.7 | Nc1c(C(=O)c2ccc(Cl)cc2)sc2nsc(SCCN3CCOCC3)c12
33.5* | 34.6 | COc1cc(CN(CC(C)C)S(=O)(=O)c2ccccc2Br)cc(OC)c1
18.6 | 2.8 | Cc1ccc(S(=O)(=O)c2nc(Nc3ccccc3C#N)sc2Cl)cc1
12.3 | -10.2 | Cc1ccc(-n2nc3c(c2NC(=O)CCC2CCCCC2)CS(=O)C3)cc1 (configuration not stated)
6.9 | -12.6 | CNC(=S)NNC(=O)c1ccc(=O)n(Cc2cccc(C(F)(F)F)c2)c1
15.1 | -11.5 | CC(C)CC(=O)N(c1nnc(-c2cccnc2)s1)C1CCCC1
18.8 | -2.7 | COC(=O)N1C(=O)[C@@](c2ccccc2)(C2CCCCC2)N1C(=O)OC
12.5 | -17.5 | O=C(Nc1cccc2c1CCCC2)c1ccccc1F
5.6 | -31.6 | Cc1cc(NC(=O)CSc2nc3c(c(=O)n2CCc2ccccc2)SC(C)C3)no1 (configuration not stated)
23.1 | -23.5 | COc1cc(/C=N/NC(=S)Nc2cccnc2)cc(OC)c1O
14.3 | -0.4 | CCc1n[nH]c(=S)n1/N=C/c1c(O)ccc2ccccc12
7.8 | -12.5 | Cc1ccc(NN2C(=O)C=CC2=O)cc1
16.1 | -24.0 | Cc1ccc(OCC(=O)NCc2ccco2)cc1C
10.9 | -20.4 | CC1C/C(=C\c2cccnc2)C(=O)/C(=C/c2cccnc2)C1 (configuration not stated)
7.3 | -14.9 | CCOC(=O)NC(=O)CSc1nnnn1-c1ccc(C)cc1
34.7 | 4.7 | Oc1c(Cl)cc(Cl)cc1C=Nc1ccccc1N1CCCC1
17.3 | -13.6 | Cc1cc(/C=C2/C(=O)N(C)C(=S)N2C)c(C)n1C1CC1

Among those listed so far, 14 have a halogen.
OX1R antag-2 | OX1R antag-1 | SMILES
17.4 | -6.5 | O=C(COc1ccccc1Br)NC1CCCC1
-1.8 | -32.8 | O=C(CCS(=O)(=O)c1ccc2c(c1)NC(=O)CS2)NCCc1ccc(Cl)cc1
17.4 | -10.3 | CC1(C(=O)NCc2ccc(F)cc2)Oc2ccccc2NC1=O (configuration not stated)
65.5 | 33.1 | O=C(CCc1ccccc1)NC(NC(=S)Nc1ccc(Cl)cc1)C(Cl)(Cl)Cl (configuration not stated)
3.1 | -23.4 | COc1cc2c(cc1OC)C(c1ccccc1F)NCC2 (configuration not stated)
9.8 | -34.2 | CCc1cc2c(SCC(=O)Nc3ncc(Cl)c(C)c3Cl)ncnc2s1
4.5 | -2.8 | Cc1nc(C(=O)NNC(=O)c2ccccc2)c(C(F)(F)F)o1
5.3 | -13.8 | FC(F)(F)c1ccnc(Oc2ccc(C3=NCCS3)cc2)c1
4.8 | -15.7 | Nc1c(C(=O)c2ccc(Cl)cc2)sc2nsc(SCCN3CCOCC3)c12
33.5* | 34.6 | COc1cc(CN(CC(C)C)S(=O)(=O)c2ccccc2Br)cc(OC)c1
18.6 | 2.8 | Cc1ccc(S(=O)(=O)c2nc(Nc3ccccc3C#N)sc2Cl)cc1
6.9 | -12.6 | CNC(=S)NNC(=O)c1ccc(=O)n(Cc2cccc(C(F)(F)F)c2)c1
12.5 | -17.5 | O=C(Nc1cccc2c1CCCC2)c1ccccc1F
34.7 | 4.7 | Oc1c(Cl)cc(Cl)cc1C=Nc1ccccc1N1CCCC1

(continued)
OX1R antag-2 | OX1R antag-1 | SMILES
1.7 | 1.2 | CC1CC1C(=O)OCC(=O)Nc1ccccc1Oc1ccccc1 (configuration not stated)
0.7 | -25.1 | Cc1ccccc1C(=O)Nc1cccc(-c2ccc(N3CCOCC3)nn2)c1
-4.7 | -12.7 | Nc1ncnc2c1ncn2[C@@H]1O[C@H](CNCc2ccccc2OCC(=O)N2CCCCC2)[C@@H](O)[C@H]1O
15.5 | -22.3 | Cc1ccc2c(c1)C=CC(C#N)N2C(=O)c1ccccc1 (configuration not stated)
5.6 | -4.2 | CC1(NC(=O)NCc2ccccc2)CCS(=O)(=O)C1 (configuration not stated)
16.7 | -4.5 | CC(=O)c1c(C)n(-c2ccc(Br)cc2)c2ccc(O)cc12
11.3 | 2.5 | O=C(O)C(Nc1nc(C(F)(F)F)nc2ccccc12)c1ccccc1 (configuration not stated)
13.1 | -22.4 | O=C(Nc1cccc2cccnc12)c1ccc(Cl)cc1Cl

Pulled one by one from the list above:
OX1R antag-2 | OX1R antag-1 | SMILES
12.9 | -7.1 | CCOC(=O)c1cc(-c2ccc(C)c([N+](=O)[O-])c2)nc2c1c(=O)n(C)c(=O)n2C
16.1 | -24.0 | Cc1ccc(OCC(=O)NCc2ccco2)cc1C
1.7 | 1.2 | CC1CC1C(=O)OCC(=O)Nc1ccccc1Oc1ccccc1 (configuration not stated)
23.1 | -23.5 | COc1cc(/C=N/NC(=S)Nc2cccnc2)cc(OC)c1O
15.1 | -11.5 | CC(C)CC(=O)N(c1nnc(-c2cccnc2)s1)C1CCCC1
12.3 | -10.2 | Cc1ccc(-n2nc3c(c2NC(=O)CCC2CCCCC2)CS(=O)C3)cc1 (configuration not stated)
33.5* | 34.6 | COc1cc(CN(CC(C)C)S(=O)(=O)c2ccccc2Br)cc(OC)c1

Following part:
OX1R antag-2 | OX1R antag-1 | SMILES
12.2 | 10.3 | Cc1ccc(S(=O)(=O)Nc2cccc(C(=O)N3CCCC3)c2)cc1F
7.0 | -16.4 | O=C(NNc1ncnc2c1cnn2-c1ccc(F)cc1)c1cccs1
11.4 | -29.3 | CCOC(=O)c1ccc(-c2csc(NC(=O)CN3CCC(C)CC3)n2)cc1
10.4 | 6.5 | c1ccc(-n2ncc3c(NCc4ccccn4)ncnc32)cc1
21.6 | -28.8 | CCOC(=O)c1ccc(Nc2cc(C)nc(N3CCOCC3)n2)cc1
20.1 | -1.6 | O=C(Nc1ccc2c(c1)C(=O)OC2)c1ccc(Cl)cc1Cl
18.6 | -14.2 | CCOC(=O)c1[nH]c(C)c(C(=O)NCCC2=CCCCC2)c1C
9.8 | -21.6 | Cc1ccc(S(=O)(=O)N2CCOC2CNC(=O)C(=O)NCc2ccncc2)cc1 (configuration not stated)
17.7 | 7.9 | O=C(O)c1ccc(NC(=O)c2ccccc2NC(=O)c2cccc(Br)c2)cc1
13.6 | -7.7 | COCCNC(=O)C1(C)C=CC2(CCCCC2)N1C(=O)c1ccccc1 (configuration not stated)
6.3 | -4.1 | O=C(Nc1ncnc2c1CCC2)C12CC3CC(CC(C3)C1)C2
0.1 | -15.4 | COc1ccc(OC)c(CNC(=O)CCn2c(=O)c3cccn3c3ccc(F)cc32)c1
9.8 | -4.6 | CCOC(=O)c1cn(CC(=O)Nc2ccc(C(C)C)cc2)nn1
26.8 | -15.3 | CN(C)S(=O)(=O)Oc1cc(Cl)ccc1C(=O)Nc1ccc(F)cc1F
4.9 | -10.8 | O=c1oc([C@@H](O)c2ccccc2)cc2ccccc12
6.7 | -9.7 | COC(=O)c1ccc(COc2ccc(C(C)(C)C)cc2)o1
7.2 | -9.4 | Cc1cccc(Oc2ncnc3onc(C)c23)c1
27.4 | -14.2 | Cc1ccc(S(=O)(=O)c2cc3c(=O)n4ccccc4nc3n(Cc3ccco3)c2=N)cc1
10.6 | -20.0 | CCN1CCN(Cc2ccc(NC(=O)Nc3ccccc3Cl)cc2)CC1
8.0 | -9.2 | CC(=O)Nc1cccc(NC(=O)c2ccc(C(=O)Nc3cccc(NC(C)=O)c3)nc2)c1
7.5 | -10.0 | COc1ccccc1C(=O)NNC1=NS(=O)(=O)c2ccccc21
78.1* | -14.1 | CNC(=O)c1c(NC(=O)c2ccco2)sc2c1CCC2
11.4 | -12.2 | CCN(CC)CCCNC(=O)c1cc(-c2cccc(Cl)c2)on1
-4.9 | -21.6 | CC(C)c1ccc(-c2csc3ncnc(N4CCN(C)CC4)c23)cc1
37.6 | -29.5 | Cc1ccc(NC(=O)CNc2cc(S(=O)(=O)N3CCOCC3)ccc2NCC2CCCO2)cc1F (configuration not stated)
12.6 | -14.4 | O=C1CCCC2=C1C(c1ccsc1)CC(=O)N2c1ccccc1 (configuration not stated)
5.7 | -52.9 | O=C1/C(=C/c2ccc(Cl)cc2)SC(=S)N1CCC(=O)N1CCCCC1CCO (configuration not stated)
6.1 | -18.2 | COc1cc(C(=O)Nc2ccc(C)cc2)c(-n2cnnn2)cc1OC
20.3 | 22.1 | COCCn1c(C)cc(C(=O)COc2ccc(N(C)S(=O)(=O)c3ccc(C)cc3)cc2)c1C
12.2 | 9.9 | O=C(O)Cc1ccc(NCc2ccccc2Cl)cc1
5.9 | -24.5 | CCC(C)(C)C1CCc2[nH]nc(C(=O)NCc3ccccn3)c2C1 (configuration not stated)
34.5 | -41.7 | CC(C)C(OC(=O)c1cccs1)C(=O)NC1CCCCC1 (configuration not stated)
0.8 | -9.5 | COc1cc(Nc2ncnc(N)n2)cc(OC)c1
4.7 | -0.1 | COCCCn1c(SCC(=O)NC2CCCC2)nnc1-c1cccs1
10.9 | -36.1 | Cc1ccc(NC(=O)C2CCCN(C(=O)c3ccc(Cl)cc3)C2)cc1S(=O)(=O)N1CCOCC1 (configuration not stated)
1.2 | -3.1 | Cc1cc(NC(=O)CSc2nnc(-c3ccco3)n2C)no1
17.0 | -14.6 | CC(C)(C)C(=O)OC/C(N)=N/OC(=O)c1ccccc1
23.9 | -24.0 | COc1ccc(C2C3=C(CC(C)(C)CC3=O)Nc3n[nH]c(C)c32)cc1 (configuration not stated)
8.4 | -0.5 | N/C(=N\S(=O)(=O)c1cccs1)c1ccccc1
8.4 | -0.9 | COc1ccc(Br)c2c1C(=O)CC2
1.7 | -38.7 | O=C1C(Cl)=C(N2CCCCCC2)C(=O)N1c1ccccc1Cl
6.7 | -17.4 | CC(C)CC1NC(=O)N(Cc2cc(=O)n3ccsc3n2)C1=O (configuration not stated)
0.4 | -9.8 | CC(C)CNC(=O)c1ccc(Cl)c(N)c1
7.4 | -19.2 | CCOC(=O)Cn1c(-c2cccnc2Cl)nc2cc(Cl)c(Cl)cc21
14.9 | -22.5 | O=C1C(=O)N(c2ccccn2)C(c2ccc(F)cc2)/C1=C(/O)c1ccc(Br)cc1 (configuration not stated)
17.2 | -21.1 | COc1ccc(CCC(=O)Nc2cccc(Cl)c2)cc1
8.5 | -2.2 | COc1ccccc1N1CN(S(=O)(=O)c2ccc(C)cc2)c2nc3ccccc3nc21
10.3 | -1.3 | CN(C)/C=C(\C#N)c1nc2ccccc2[nH]1
23.8 | -19.6 | Cc1ccccc1NCC(=O)N/N=C\c1ccc2c(c1)OCO2
7.4 | -28.6 | COc1ccccc1-c1nc2ccccc2nc1-c1ccccc1
17.2 | -15.3 | O=C(CSc1ccc(-c2nc3ccccc3[nH]2)cn1)Nc1ccc(S(=O)(=O)NC2CC2)cc1
12.0 | -21.7 | COc1ccc(/C=N/NC(=O)CNS(=O)(=O)c2ccc(C)cc2)cc1
